# UHRF1 binding: human UHRF1 methylated DNA binding inhibitors; UHRF1 binding to methylated oligo, TR-FRET; inhibition, % at 4.4 µM; AID 687016; Q96T88; 370,000 compounds, 0.75% hits; in the data active = inhibition above about 21%;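 also: UHRF1 SRA domain binding a hemimethylated CpG hairpin DNA probe; 0% = median of test compound wells and 100% = reference inhibitor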
# Tn6 DDE FP: inhibitors of Tn6 peptide binding to human fibrin DD(E); Fibrin DD(E) TRITC-Tn6 fluorescence polarization displacement; 370,000 compounds, 0.21% hits; P02675; inhibition, % at 8.3 µM;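 active = inhibition above a per-campaign cutoff: mean of compounds within control limits plus 3 SD, cut at about 15% in these data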;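 also: 0% = median of all compound wells on the plate and 100% = blocking peptide control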
# proKLK7 act: activators of human kallikrein-7 zymogen | 370,000 compounds, 0.9% hits | activation, % at 7 µM | P49862 | purified proKLK7, EDANS-DABCYL substrate fluorescence; 100% is mature enzyme control, 0% vehicle | AID 652039;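 active = activation above the mean of all tested compounds plus 3 SD, computed per campaign excluding outliers beyond control limits, cut at about 13% in these data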
# Target sequence (P49862 whole entry, looked up): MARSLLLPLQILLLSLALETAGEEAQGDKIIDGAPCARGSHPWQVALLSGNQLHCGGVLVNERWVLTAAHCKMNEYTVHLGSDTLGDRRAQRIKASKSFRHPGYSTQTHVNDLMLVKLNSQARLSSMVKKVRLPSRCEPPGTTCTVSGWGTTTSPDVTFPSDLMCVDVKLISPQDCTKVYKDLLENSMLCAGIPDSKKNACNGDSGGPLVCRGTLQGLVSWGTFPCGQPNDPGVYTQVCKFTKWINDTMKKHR
# HGIII-sPLA2 inh: Inhibits HGIII-sPLA2 liposome hydrolysis, primary screen; QFRET BODIPY PC-A2 liposome hydrolysis, fluorescence; inhibition, % at 12.2 µM; 370,000 compounds, 0.56% hits; AID 743126;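 active = inhibition above mean plus 3 SD of compounds lying within the high and low control bounds, cut at about 19% in these data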;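 also: 0% = median of test compound wells and 100% = no enzyme DMSO wells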
# Tn7 DDE FP: disrupts Tn7 cyclic peptide binding to fibrin D-Dimer-E complex | P02675 | FP displacement of FITC-Tn7 peptide from fibrin DD(E); 0% = median of compound wells per plate | inhibition, % at 8.3 µM | 370,000 compounds, 0.13% hits;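 active = inhibition above the mean of compounds falling within the control limits plus 3 SD of them, cut at about 14% in these data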;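 also: 0% = plate median of compound wells and 100% = 10 µM Aha-Tn7 peptide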
#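 Assay system: human fibrin DD(E). Input: DD(E) 2 µM final. Medium: Tris buffer with calcium and detergent, pH 7.8. Compound dosing: single point at 8.3 µM. Timing: 10 min plus 3 h, room temperature. Technique: fluorescence polarization of the labelled Tn7 tracer. Read-out: percent inhibition. Replicates: singlicate testing.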
# ARFGAP1 inhibitor: inhibits rat ARF GTPase activating protein 1. Arfgap1-stimulated ARF1 GTP hydrolysis, GDP FP detection. 360,000 compounds, 0.26% hits. inhibition, % at 16.5 µM. Q62848;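 active = inhibition above a per-plate limit, mean inhibition of low control wells plus 3 SD, cut at about 25% in these data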;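 also: 0% = DMSO wells with enzyme and 100% = wells lacking Arfgap1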
# Target sequence (Q62848 1-136 limits assumed): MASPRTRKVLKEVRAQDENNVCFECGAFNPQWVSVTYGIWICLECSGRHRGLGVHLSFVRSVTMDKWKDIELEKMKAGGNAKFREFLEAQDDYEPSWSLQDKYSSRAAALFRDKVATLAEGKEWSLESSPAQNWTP
#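 system = rat Arfgap1 catalytic domain, aa 1-136 | technique = FP, GDP Alexa 633 tracer displaced from anti-GDP antibody, 620/688 nm | compound = one concentration, 16.5 µM, DMSO 1.26% | medium = HEPES-based buffer, pH 7.5 | timing = compound-enzyme preincubation 20 min, reaction 120 min, detection 60 min, 25 °C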
# PLC-gamma1 inh: inhibitors of human phospholipase C gamma1. 370,000 compounds, 0.84% hits. AID 720700. purified PLC-gamma1, fluorogenic substrate, fluorescence. inhibition, % at 12.2 µM; in the data active = inhibition above about 9.5%
# NR1D1 modulator: Rev-erb alpha (human) modulation; P20393; AID 1259318; Rev-erbα–FITC-DNA binding, fluorescence polarization, 90 min; 370,000 compounds, 0.79% hits; activity, % at 10 µM;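 active = activity above about 14%, limit read from the data; passing the limit was not always enough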;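 also: 0% = DMSO wells with 35 nM protein and 100% = DMSO wells with 750 nM protein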
# Target sequence (P20393 whole entry, looked up): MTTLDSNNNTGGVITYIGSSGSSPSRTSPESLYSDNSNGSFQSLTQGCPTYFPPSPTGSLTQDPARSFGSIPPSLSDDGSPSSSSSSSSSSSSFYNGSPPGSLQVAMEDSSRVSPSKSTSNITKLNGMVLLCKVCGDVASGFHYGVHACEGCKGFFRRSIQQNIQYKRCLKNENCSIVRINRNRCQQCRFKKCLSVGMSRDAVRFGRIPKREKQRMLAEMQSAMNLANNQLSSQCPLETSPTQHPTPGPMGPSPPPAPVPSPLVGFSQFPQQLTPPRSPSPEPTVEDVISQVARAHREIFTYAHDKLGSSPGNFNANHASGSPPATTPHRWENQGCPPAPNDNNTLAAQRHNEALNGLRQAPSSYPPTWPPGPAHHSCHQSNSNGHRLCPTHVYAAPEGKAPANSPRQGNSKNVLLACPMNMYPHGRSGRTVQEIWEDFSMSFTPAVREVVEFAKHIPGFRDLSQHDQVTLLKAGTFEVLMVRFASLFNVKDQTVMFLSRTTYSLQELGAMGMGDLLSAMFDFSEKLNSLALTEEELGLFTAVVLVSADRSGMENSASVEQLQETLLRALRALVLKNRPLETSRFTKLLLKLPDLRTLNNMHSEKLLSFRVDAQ
# ASAP1 GAP inh: ASAP1 ArfGAP inhibition. inhibition, % at 16.5 µM. ASAP1-stimulated ARF1 GTP hydrolysis, GDP FP detection. 360,000 compounds, 0.19% hits. Q9ULH1; in the data active = inhibition above about 25%;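 also: 0% = vehicle with enzyme and substrate and 100% = no enzyme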
# PLC-beta3 inh: inhibitors of human phospholipase C beta3; Purified PLC-beta3, fluorogenic substrate, fluorescence; inhibition, % at 12.2 µM; 370,000 compounds, 0.18% hits; in the data active = inhibition above about 11%;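 also: 0% = median of compound wells on plate and 100% = full blocker control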
# * hit, by the source's call; i = inactive; / = not tested or not shown. Outcome played no part in choosing rows; about 4.5% have a hit in one of these screens.
SMILES,UHRF1 binding,Tn6 DDE FP,proKLK7 act,HGIII-sPLA2 inh,Tn7 DDE FP,ARFGAP1 inhibitor,PLC-gamma1 inh,NR1D1 modulator,ASAP1 GAP inh,PLC-beta3 inh
Cc1ccc2nc(-c3ccncc3)cc(C(=O)Nc3ccc4c(c3)OCCO4)c2c1,0,4,-3.1,2,1,-2,6,-3,2,2
CCOC(=O)c1c(N)sc(C(=O)Nc2ccc3c(c2)OCO3)c1C,12,-7,-0.1,0,-9,-4,4,2,15,0
CC1CCC(NC(=S)NCCN(C)C)CC1 (centres undefined),2,5,-0.7,9,5,-4,2,5,-10,0
CCOC(=O)c1c(-c2ccc(Cl)cc2)cn2ccccc12,0,5,-2.0,-2,0,3,-19,9,2,-25
Cc1ccc(C2C=C(c3ccccc3)Nc3nc(N4C(=O)CCC4=O)nn32)cc1 (centres undefined),-2,-1,91*,3,5,4,i,5,-2,i
O=C(c1ccccn1)c1cc2ccccc2n1S(=O)(=O)c1ccccc1,4,1,0.6,-2,-4,-5,0,0,0,0
CCn1c(CSc2nc3ccccc3s2)nc2ccccc21,0,5,1.0,-14,-2,-1,-56,3,-12,-71
Cc1c(C(=O)O)sc2c1c(=O)n(Cc1ccccc1)c(=O)n2C,1,5,-0.2,-1,-8,4,0,-4,6,-3
O=C(Cc1ccccc1)NNC(=O)Nc1ccc(Cl)c(Cl)c1,2,6,-0.7,-10,-4,13,0,-2,1,1
COc1ccc(-c2c(C#N)cnc(C)c2C)c(O)c1OC,5,-5,0.2,-7,-3,-1,-3,-4,-14,-1
Cc1ccc(S(=O)(=O)N2CCOCC2)cc1C(=O)OCC(=O)NCCc1ccc(F)cc1,-1,-2,-0.1,4,9,3,-4,7,5,-2
CSCC[C@H](NC(=O)[C@H](Cc1ccccc1)n1c(=O)[nH]c2ccccc2c1=O)C(=O)N[C@@H](Cc1ccccc1)C(=O)O,2,2,0.0,-6,-1,2,3,8,1,1
COc1ccc(NC(=O)O/N=C/c2ccc(Br)cc2)cc1,1,-8,-0.1,-1,-7,11,8,-3,1,-5
CCN(CC)c1ccc(NC(=O)c2cnn(CC)c2)cc1,0,2,-0.4,11,8,6,-1,-2,-6,1
C/C(=N\NC(=O)CNC(=O)c1ccc(Br)cc1)c1ccco1,-4,-4,0.4,4,6,0,0,-2,-12,-5
C/C(=N\Nc1ccc(C#N)cc1[N+](=O)[O-])c1ccc(O)cc1,1,-3,-0.2,19,-8,4,4,5,1,-4
COc1cccc(C(=O)Nc2ccc(NC(=O)C(C)(C)C)cn2)c1,1,-10,-0.5,3,-3,-3,-3,3,-2,2
COc1cccc(-n2nnc3c(=O)n(CC(=O)Nc4cc(C)on4)cnc32)c1,5,0,-0.1,13,3,10,-3,0,1,-5
Nc1[nH][nH]c(=O)c1N=Nc1ccccc1,10,1,0.2,3,7,-2,5,5,-14,1
COc1cccc(CN2CC(C(=O)N3CCOCC3)CCC2=O)c1 (centres undefined),2,3,-0.4,7,-7,1,2,-2,-3,-8
O=C(O)C1CCC(C(=O)O)SS1 (centres undefined),-3,2,-0.2,2,5,11,-3,12,-3,1
O=C(NC1CCCCN(Cc2ccc(OC(F)(F)F)cc2)C1=O)c1ccc2ccccc2c1 (centres undefined),1,0,-0.1,-9,8,/,-2,-3,/,-3
O=C(NC1CCCCCC1)c1c2c(nc3ccccc13)CCN(Cc1ccccc1)C2,-4,5,0.0,1,1,9,-177,-4,-4,-198
CC(=O)c1c(C)nc(-c2ccc(OCC(=O)Nc3ccccc3)cc2)n1O,-1,8,0.4,-3,-2,5,1,1,-16,-1
Cc1cc(C)cc(NC(=O)C(OC(=O)c2ccc(O)cc2)c2ccccc2)c1 (centres undefined),0,2,0.0,-48,3,-4,-1,-2,2,-5
COc1ccc(N2CCN(c3nc4ccccn4c(=O)c3C=O)CC2)cc1,1,-2,0.2,7,3,-10,3,5,-4,-1
CC(=O)Nc1ccc(S(=O)(=O)N2c3ccccc3C(C)=CC2(C)C)cc1,2,-7,-0.2,-14,-5,-15,-1,-2,0,-11
COCc1cccc(-c2csc(C(NC(C)=O)c3ccc(F)c(F)c3)n2)c1 (centres undefined),0,-5,-2.0,3,5,21,-32,-4,1,-46
Cc1cc(C)cc(-n2c(SCC(=O)Nc3cccc(S(=O)(=O)NC4=NCCCCC4)c3)nc3ccccc3c2=O)c1,-2,14,0.5,-8,-5,2,0,17,-10,0
COc1ccc(/C(O)=C/C(=O)C(=O)NNC(=O)C(O)(c2ccccc2)c2ccccc2)cc1,1,7,-0.2,-11,6,-5,-2,3,-6,-1
Cc1cccc(NC(=O)c2ccc([N+](=O)[O-])s2)n1,12,5,0.2,6,9,-6,1,6,-18,-8
O=C(COC(=O)C1CCN(c2ccc(C(F)(F)F)cn2)CC1)Nc1cccc(F)c1,0,5,-0.3,-12,-1,-1,-2,0,-2,-11
Cc1cc(C)n2nc(N)c(N=Nc3ccc(Cl)cc3)c2n1,1,2,-0.2,11,7,1,2,-1,-9,0
CONc1nc(NC(C)(C)C)nc(OCC#N)n1,1,1,-0.4,4,1,-2,-1,1,-4,-2
COc1ccc(N2C(=NC(=O)C(C)Oc3ccccc3)SC3CS(=O)(=O)CC32)cc1 (centres undefined),-1,6,-0.3,-7,9,4,-1,-4,-4,-7
COc1ccccc1NC(=S)N(CCN1CCOCC1)Cc1ccccc1F,-2,5,0.0,-4,0,-1,3,3,-8,-6
CCC(C(=O)OCC(=O)N(CCOC)c1c(N)n(Cc2ccccc2)c(=O)[nH]c1=O)c1ccccc1 (centres undefined),2,2,0.0,0,8,-10,-1,6,2,-10
Cc1ccccc1C(=O)Nc1nnc(S(=O)(=O)N2CCCCC2)s1,-4,6,0.3,-1,0,4,-3,-4,-9,-1
CC(Sc1nnc(-c2ccco2)n1C)C(=O)NC1CCCC1 (centres undefined),0,-3,-0.3,-4,-3,3,0,-3,8,-4
Cc1cc(NC(=O)CCN2CC(C)OC(C)C2)ccc1Br (centres undefined),1,1,0.4,-1,-2,-3,0,-4,-15,-7
COC(=O)c1ccccc1NC(=O)c1cc2nc(C3CC3)cc(C(F)(F)F)n2n1,6,-2,0.0,6,-5,-4,-4,4,6,-5
CCCCOc1ccc(C2(C)NC(=O)NC2=O)cc1 (centres undefined),3,3,0.2,0,5,-10,0,-1,3,-5
Cc1ccc(-n2c(N)c(C(=O)N3CCOCC3)sc2=S)c(C)c1,-4,-4,0.3,0,-3,5,0,-2,-10,2
O=C(CN(Cc1cccs1)C(=O)CNS(=O)(=O)c1ccc(Cl)cc1)NCC1CCCO1 (centres undefined),0,-2,0.4,-5,2,-3,-2,-4,-14,-6
Cc1nc2ccccc2c2c1C(=O)N(C)C2=O,-15,12,-4.8,0,4,0,-13,0,7,-12
CCOc1ccc(Cl)cc1S(=O)(=O)N1CCC(C(=O)NCc2cccnc2)CC1,-2,2,-0.2,-2,-3,7,5,-3,10,2
NCCNc1ccc([N+](=O)[O-])cc1,-4,-3,-0.1,1,-1,-3,2,-2,-6,-2
CCOc1ccccc1NC(=O)CSc1ccc(-c2sc(C)nc2C)nn1,-1,-1,0.1,-4,-5,9,-3,-7,5,-10
CCOC(=O)C1(CCOC)CCN(C(=O)c2ccccc2-c2cccc(C)c2)CC1,23*,-4,-0.7,0,-12,-1,7,12,3,3
COc1ccc2c(c1)C(=NN)c1cc(OC)ccc1-2,-2,0,0.0,-13,-2,-18,1,-2,9,3

# Other structures follow.
SMILES,UHRF1 binding,Tn6 DDE FP,proKLK7 act,HGIII-sPLA2 inh,Tn7 DDE FP,ARFGAP1 inhibitor,PLC-gamma1 inh,NR1D1 modulator,ASAP1 GAP inh,PLC-beta3 inh
O=C(COC(=O)c1cccnc1Cl)NCCc1ccccc1,-2,7,-0.3,7,0,-3,2,-4,0,-5
O=S(=O)(NC1CCCCCCC1)c1ccccc1F,2,-5,0.1,-5,-1,-2,0,3,1,-2
CCn1nnnc1SCC(=O)NCc1ccc2c(c1)OCO2,-2,0,-0.1,2,-8,-4,-4,-1,-2,-7
O=C(CCCCCN1C(=O)CCC1=O)Nc1ccc2c(c1)OCO2,6,-8,-0.1,12,-1,20,-2,3,9,-5

# Reformatted with each value named: entries from further up.
CC(=O)c1c(C)nc(-c2ccc(OCC(=O)Nc3ccccc3)cc2)n1O
  UHRF1 binding = -1
  Tn6 DDE FP = 8
  proKLK7 act = 0.4
  HGIII-sPLA2 inh = -3
  Tn7 DDE FP = -2
  ARFGAP1 inhibitor = 5
  PLC-gamma1 inh = 1
  NR1D1 modulator = 1
  ASAP1 GAP inh = -16
  PLC-beta3 inh = -1
Cc1cc(C)cc(NC(=O)C(OC(=O)c2ccc(O)cc2)c2ccccc2)c1 (centres undefined)
  UHRF1 binding = 0
  Tn6 DDE FP = 2
  proKLK7 act = 0.0
  HGIII-sPLA2 inh = -48
  Tn7 DDE FP = 3
  ARFGAP1 inhibitor = -4
  PLC-gamma1 inh = -1
  NR1D1 modulator = -2
  ASAP1 GAP inh = 2
  PLC-beta3 inh = -5
COc1ccc(N2CCN(c3nc4ccccn4c(=O)c3C=O)CC2)cc1
  UHRF1 binding = 1
  Tn6 DDE FP = -2
  proKLK7 act = 0.2
  HGIII-sPLA2 inh = 7
  Tn7 DDE FP = 3
  ARFGAP1 inhibitor = -10
  PLC-gamma1 inh = 3
  NR1D1 modulator = 5
  ASAP1 GAP inh = -4
  PLC-beta3 inh = -1

# Structural class: the entries above with bromine (three)
SMILES,UHRF1 binding,Tn6 DDE FP,proKLK7 act,HGIII-sPLA2 inh,Tn7 DDE FP,ARFGAP1 inhibitor,PLC-gamma1 inh,NR1D1 modulator,ASAP1 GAP inh,PLC-beta3 inh
COc1ccc(NC(=O)O/N=C/c2ccc(Br)cc2)cc1,1,-8,-0.1,-1,-7,11,8,-3,1,-5
C/C(=N\NC(=O)CNC(=O)c1ccc(Br)cc1)c1ccco1,-4,-4,0.4,4,6,0,0,-2,-12,-5
Cc1cc(NC(=O)CCN2CC(C)OC(C)C2)ccc1Br (centres undefined),1,1,0.4,-1,-2,-3,0,-4,-15,-7
